Bioassay records deposited in PubChem by several laboratories.
HDAC3 inhib – HDAC3 deacetylase inhibitors, primary screen, biochemical, fluorescence, cell-free homogeneous; AID 2718, 2010; 320,000 tested, 0.15% active; inhibition, % at 8.3 µM; recombinant HDAC3, fluorogenic peptide/trypsin coupled; in the data active = inhibition above about 26%, passing the limit was not always enough; inconclusive = no clear call, values can overlap the other calls
hERG protect – hERG rescue from dofetilide block, primary screen, cell-based, CHO-hERG, FluxOR thallium flux, dofetilide IC70; AID 1511, 2009; 310,000 tested, 0.51% active; dofetilide IC70 present; activation (rescue from dofetilide block), less the hit threshold, % at 10 µM;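 active = activation above the mean of controls blocked by dofetilide plus 5 SD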;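 also: thallium influx through hERG after potassium depolarization seen as dye fluorescence rise; in these data hits start at about 4.7%; inactives centre near -7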
ANO1 block – TMEM16A chloride channel inhibitors, primary screen, cell-based, HTS; Anoctamin-1 (Mus musculus), Q8BHY3; HEK293 TMEM16A/YFP iodide influx fluorescence, ionomycin; normalized B-score (activity score, 25-100; higher = stronger inhibition) at 10 µM; 310,000 tested, 1.2% active; AID 588511, 2011;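 active = ratio plate-corrected score three or more library SD toward inhibition, starting fluorescence score within five deviations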;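 also: score derived from kinetic fluorescence span divided by baseline fluorescence per well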
Target sequence (Q8BHY3 whole entry, looked up): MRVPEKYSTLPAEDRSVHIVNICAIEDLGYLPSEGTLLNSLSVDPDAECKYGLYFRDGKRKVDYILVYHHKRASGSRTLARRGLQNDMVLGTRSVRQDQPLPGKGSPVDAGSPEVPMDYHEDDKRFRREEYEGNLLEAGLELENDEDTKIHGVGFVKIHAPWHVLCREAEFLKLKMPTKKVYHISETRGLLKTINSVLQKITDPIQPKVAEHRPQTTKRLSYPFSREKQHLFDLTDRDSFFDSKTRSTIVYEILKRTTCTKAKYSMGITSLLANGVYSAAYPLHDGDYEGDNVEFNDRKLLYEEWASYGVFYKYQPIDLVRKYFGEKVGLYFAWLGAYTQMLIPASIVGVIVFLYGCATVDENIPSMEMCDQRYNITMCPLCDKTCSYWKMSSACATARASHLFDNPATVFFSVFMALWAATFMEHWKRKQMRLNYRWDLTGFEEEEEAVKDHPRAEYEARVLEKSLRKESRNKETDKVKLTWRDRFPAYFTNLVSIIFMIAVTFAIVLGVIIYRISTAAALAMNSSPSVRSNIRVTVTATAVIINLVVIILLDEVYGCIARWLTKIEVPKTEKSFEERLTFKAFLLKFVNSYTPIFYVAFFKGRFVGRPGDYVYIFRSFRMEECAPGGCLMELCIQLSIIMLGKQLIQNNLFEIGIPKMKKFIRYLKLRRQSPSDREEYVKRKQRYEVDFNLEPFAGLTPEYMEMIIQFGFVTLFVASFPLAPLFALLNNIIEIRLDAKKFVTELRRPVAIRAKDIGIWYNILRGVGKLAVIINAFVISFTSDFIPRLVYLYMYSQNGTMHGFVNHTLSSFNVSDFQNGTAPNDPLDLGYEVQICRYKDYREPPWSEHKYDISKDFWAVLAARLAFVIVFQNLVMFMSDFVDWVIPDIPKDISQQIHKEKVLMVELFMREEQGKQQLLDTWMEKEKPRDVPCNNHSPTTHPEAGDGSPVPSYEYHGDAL
TRPC4 act – activators of mouse TRPC4 channel, primary screen, Fluo4 calcium, HEK293 TRPC4beta/mu-opioid cells; Short transient receptor potential channel 4 (Mus musculus), Q9QUQ5; Fluo4 calcium fluorescence; hits give high values; B-score at 10 µM; 310,000 tested, 0.49% active;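 active = B-score above 5 SD of library B-scores, and initial fluorescence ratio not above library mean plus 5 SD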;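 also: positive B-score marks a calcium rise read as TRPC4 activation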
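System: HEK293 cells stably co-expressing mouse TRPC4beta and mu-opioid receptor; Schedule: Fluo4 dye loading 45 min at room temperature, 110 s recording; Detection: Fluo4 fluorescence, kinetic; Evaluation: B-scored integrated calcium fluorescence ratio; Controls: buffer (low) and maximal DAMGO (high).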
KCNQ1 pot – potentiators or activators of KCNQ1 channel, primary screen, cell-based, thallium flux, high-throughput. B-score at 10 µM. CHO-K1 KCNQ1, thallium flux FluxOR fluorescence; hits give high values. 310,000 tested, 0.35% active. AID 2648, 2010. Potassium voltage-gated channel subfamily KQT member 1 (Homo sapiens), P51787;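 active = fluorescence ratio B-score, a plate-corrected score, at least three library SD, with initial intensity B-score within 5 SD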
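Material: CHO-K1 cells stably expressing KCNQ1. Medium: assay buffer for compound exposure, DMSO matched across wells. Reagent: K+/Tl+ depolarizing stimulus. Compound dosing: single-concentration screen. Times: 37 °C overnight plating, 90-min dark dye load, 20-min compound pretreatment. Technique: FluxOR Tl+ flux fluorescence.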
Dyrk1A ADPGlo – rat Dyrk1A kinase inhibitors, primary screen, biochemical, single point, plate reader. Dual specificity tyrosine-phosphorylation-regulated kinase 1A (Rattus norvegicus), Q63470. ADP-Glo luminescence, NFATc1 peptide. inhibition, % at 12.5 µM. 310,000 tested, 0.43% active. AID 504441, 2011; in the data active = inhibition above about 50%;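 also: plate controls were vehicle with enzyme for no effect and no enzyme for full effect; many of its hits are not listed in these tables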
KCNQ1 block – inhibitors of human KCNQ1 channel, primary screen, cell-based, thallium flux, high-throughput; B-score at 10 µM; Potassium voltage-gated channel subfamily KQT member 1 (Homo sapiens), P51787; AID 2642, 2010; CHO-K1 KCNQ1, FluxOR thallium flux fluorescence; hits give high values; 310,000 tested, 1.3% active;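 active = compounds whose thallium flux B-score, printed positive for inhibition, exceeds three library SD while starting fluorescence stays within three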;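 also: channel opened by potassium depolarization with thallium stimulus after 20 min compound exposure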
KCNK9 inh – KCNK9 potassium channel inhibitors, primary screen, HEK293 cells, thallium flux; Potassium channel subfamily K member 9 (Homo sapiens), Q9NPC2; FluxOR thallium flux fluorescence; hits give low values; B-score at 10 µM; 310,000 tested, 1.2% active; AID 488922, 2010;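 active = ratio B-score over 3 SD below the library mean, with starting fluorescence within 5 SD of its mean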;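 also: negative B-score means less thallium flux so channel inhibition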
TRPC4 potent – positive allosteric modulators of TRPC4, primary screen, cell-based, mouse TRPC4beta, HEK293 mu-opioid, Fluo-4 calcium. Short transient receptor potential channel 4 (Mus musculus), Q9QUQ5. DAMGO EC20, Fluo-4 Ca2+ flux; hits give high values. B-score at 10 µM. 310,000 tested, 0.42% active;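 active = B-score of calcium response area above 5 SD of library B-scores, with initial fluorescence ratio within 5 SD of library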;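 also: B-score of integrated fluorescence ratio over time as area under calcium response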
KCNK3 inh – human KCNK3 channel inhibitors, primary screen, CHO cells, FluxOR thallium flux, B-score. B-score at 10 µM. AID 602410, 2012. 340,000 tested, 0.84% active. FluxOR fluorescence; hits give low values;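 active = B-score under library mean minus 4 SD, starting fluorescence ratio at most library mean plus 5 SD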;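 also: more negative B-score means stronger inhibition of thallium flux through KCNK3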
ANO1 activ – TMEM16A chloride channel activators or potentiators, primary screen, cell-based, HTS; HEK293 TMEM16A/YFP-H148Q/I152L, iodide quench fluorescence; hits give low values; 340,000 tested, 0.3% active; Anoctamin-1 (Mus musculus), Q8BHY3; B-score at 10 µM;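 active = fluorescence-ratio B-score plate-corrected deviation score at least 3 library SD below zero, with starting fluorescence score within 5 deviations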;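 also: channel opened by trigger with iodide after compound preincubation; score built on the fluorescence ratio of max minus min over baseline; more negative score means more quench and so TMEM16A activation or potentiation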
* marks the source's active call; other numbers are inactive results; i = inactive; ? = inconclusive; / = no result given.

SMILES	HDAC3 inhib	hERG protect	ANO1 block	TRPC4 act	KCNQ1 pot	Dyrk1A ADPGlo	KCNQ1 block	KCNK9 inh	TRPC4 potent	KCNK3 inh	ANO1 activ
COC(=O)C(C)Oc1ccc2c(c1)O/C(=C\c1cccc(Br)c1)C2=O (stereo not given)	-2.9	0.1	i	i	i	-2.9	i	i	i	i	i
Cc1nc2ccccc2n1CC(=O)N/N=C\C=C\c1ccccc1	0.8	-8.0	i	i	i	10.6	i	i	i	i	i
CCCCN1C(=O)c2ccc(C(=O)Nc3cccnc3)cc2C1=O	6.3	1.6	i	i	i	5.5	i	i	i	i	i
N#Cc1c(SCC(=O)Nc2nccs2)nc2c(c1-c1ccco1)CCCC2	5.0	-1.0	i	i	i	-2.2	i	i	i	i	i
CCN(CC)S(=O)(=O)c1ccc2c3c(cccc13)C(=O)S2	3.5	-2.9	i	i	i	5.1	i	i	i	i	i
CCn1c(SCC(=O)Nc2cccc(C)c2)nc2c(c1=O)SC(C)C2 (stereo not given)	7.4	-17.6	i	i	i	5.4	i	i	i	i	i
COc1ccc(O)c(C(=O)c2cnn(C(=O)c3cccc(S(=O)(=O)N4CCOCC4)c3)c2)c1	0.2	-2.9	i	i	i	10.1	i	i	i	i	i
Cc1nc(-c2cccc(NC(=O)c3ccco3)c2)cs1	3.7	-11.0	i	i	i	12.1	i	i	i	i	i
Cc1cc(Cl)ccc1-n1c(-c2cccnc2)n[nH]c1=S	11.7	-6.3	i	i	i	7.1	i	i	i	i	i
Cn1cnnc1SCC(=O)Nc1ccc(Cl)cn1	-2.0	-3.6	i	i	i	8.3	i	i	i	i	i
CC(OC(=O)c1cccs1)C(=O)NCc1ccc2c(c1)OCO2 (stereo not given)	5.0	-12.0	i	i	i	-1.3	i	i	i	i	i
COCC(=O)Nc1nnc(Cc2ccc(OC)c(OC)c2)s1	2.4	-9.4	i	i	i	-1.4	i	i	i	i	i
COc1ccc(N(CC(=O)NC(C)c2ccccc2)S(=O)(=O)c2ccc(C)cc2)cc1 (stereo not given)	-4.5	-2.9	i	i	i	4.9	i	i	i	i	i
O=C(CCN1C(=O)C2C3C=CC(C3)C2C1=O)Nc1c(F)cc(F)cc1Br (stereo not given)	-3.7	-4.7	i	i	i	-4.0	i	i	i	i	i
Cc1cc(NC(=O)COC(=O)C2=COCCO2)c([N+](=O)[O-])cc1C	-6.9	-9.6	i	i	i	/	i	i	i	i	i
O=C(COC(=O)/C=C/c1ccc(OC(F)F)cc1)Nc1ccc(S(=O)(=O)N2CCCC2)cc1	9.7	-1.8	i	i	i	3.4	i	i	i	i	i
COc1ccccc1CNC(=O)COC(=O)c1cc([N+](=O)[O-])ccc1N1CCOCC1	?	-9.4	i	i	i	-4.6	i	i	i	i	i
O=C(NCCc1ccccc1)/C(=C\c1ccccc1)NC(=O)c1ccco1	6.7	-13.1	i	i	i	-1.1	i	i	i	i	i
COC(=O)c1sc(NC(=O)/C=C/c2ccc(C)cc2)nc1C	-15.3	-3.2	i	i	i	4.6	i	i	i	i	i
O=C(c1ccc(=O)[nH]c1)N(Cc1ccco1)C1(C(=O)NC2CCCC2)CCCCC1	0.9	-8.8	i	i	i	-5.9	i	i	i	i	i
Cc1ccnc(NC(=O)c2ccc(Cl)c(NC(=O)CCc3ccccc3)c2)c1	6.0	-6.0	i	i	i	/	i	i	i	/	/
CCOC(=O)c1[nH]c2ccc(OC)cc2c1NC(=O)CCN1CCN(Cc2ccccc2)CC1	-7.5	-8.2	i	i	i	-1.0	i	i	i	i	i
CCOc1ccc(NC(C)c2cc(Cl)ccc2O)cc1 (stereo not given)	9.5	-4.6	i	i	i	3.4	i	i	i	i	i
O=C(CSc1nnc(SCc2ccccc2)s1)N/N=C/c1ccc(C(=O)O)cc1	/	-11.2	i	i	i	2.2	i	i	i	i	i
CC(Sc1n[nH]c(N)n1)c1nc2scc(-c3cccs3)c2c(=O)[nH]1 (stereo not given)	/	-2.8	i	i	i	21.3	i	i	i	i	i

Other results:
SMILES	HDAC3 inhib	hERG protect	ANO1 block	TRPC4 act	KCNQ1 pot	Dyrk1A ADPGlo	KCNQ1 block	KCNK9 inh	TRPC4 potent	KCNK3 inh	ANO1 activ
CCOc1cc(C2NC(=S)NC(C)=C2C(=O)Nc2ccccc2)ccc1O (stereo not given)	18.6	-15.9	i	i	i	-4.4	i	i	i	i	i
COc1ccc(Cn2nnnc2CN(Cc2cc3cccc(C)c3[nH]c2=O)C2CCCC2)cc1	/	-14.7	i	i	i	-2.4	i	i	i	i	i
CC(SCC(=O)NC12CC3CC(CC(C3)C1)C2)C(=O)O (stereo not given)	0.1	-2.4	i	i	i	3.8	i	i	i	i	i
CCOc1ccc(-c2ccc(/C=C3/C(=N)N4C(C)=CSC4=NC3=O)o2)c([N+](=O)[O-])c1	-3.7	-21.2	i	i	i	-0.4	i	i	i	i	i
O=C(Cn1cnc2c(cnn2-c2ccccc2)c1=O)NC1CCCC1	-8.5	-10.1	i	i	i	15.0	i	i	i	i	i
CCN(C(=O)c1cn(C)c(=O)c2cc(OC)c(OC)cc12)c1ccccc1C	12.2	/	i	/	/	7.3	/	/	/	i	i
CC(=O)Nc1ccc(/C=N/NC(=O)CCN2CCN(c3ccccc3)CC2)cc1	1.2	-7.8	i	i	i	/	i	i	i	i	i
O=C(CSCc1ccc(Cl)cc1)c1ccco1	11.6	-9.3	i	i	i	/	i	i	i	/	/
Cc1onc(-c2ccccc2Cl)c1C(=O)Nc1cc(=O)n(C)c(=O)n1C	3.4	-7.4	i	i	i	-2.3	i	i	i	i	i
CNC(=O)n1ccc(C(=O)N2CCCCC2)n1	4.0	-3.9	i	i	i	-9.4	i	i	i	i	i
CCCN(CC(=O)Nc1ccccc1C)C(=O)CCl	7.5	2.8	i	i	i	-5.8	i	i	i	i	i
CCOc1ccc(CNC(c2ccccc2)c2ccccc2)cc1	8.1	-9.3	i	i	i	-2.4	i	i	i	i	i
CC(Oc1cccc(Cl)c1)C(=O)Nc1ccc(S(=O)(=O)NC2=NCCCCC2)cc1 (stereo not given)	-1.3	-15.6	i	i	i	5.1	i	i	i	i	i
CC(C)c1ccc(S(=O)(=O)c2cn(Cc3ccc(F)cc3)c3cc4c(cc3c2=O)OCO4)cc1	-6.3	-9.7	i	i	i	/	i	i	i	/	/
O=S(=O)(Nc1cccc(-n2cnnn2)c1)c1ccccc1F	-8.1	-8.4	i	i	i	3.4	i	i	i	i	i
O=C(Cn1c(NCCCO)nc2ccccc21)c1ccc(F)cc1	4.1	-5.0	i	i	i	4.6	i	i	i	i	i
COCCN1CCN(C(=O)C2CCC(=O)N(CCCc3ccccc3)C2)CC1 (stereo not given)	-10.5	-8.0	i	i	i	0.5	i	i	i	i	i
Cc1noc(C)c1C(=O)NC(C)C1CCCO1 (stereo not given)	3.8	-10.6	i	i	i	1.2	i	i	i	i	i
CN(c1ccc(C(=O)N2CCOCC2)cc1)S(=O)(=O)c1ccc(Cl)cc1	-4.5	-2.4	i	i	i	/	i	i	i	i	i
CCOC(=O)C1=C(CSc2nc(-c3ccncc3)ccc2C#N)OC(N)=C(C#N)C1c1cccnc1 (stereo not given)	-1.0	-7.0	i	i	i	7.5	i	i	i	i	i
CCCn1nc(Oc2nc(N(C)C)nc(N(C)C)n2)ccc1=O	-2.8	-8.5	i	i	i	0.6	i	i	i	i	i
O=C(CCCCn1c(=O)[nH]c2ccsc2c1=O)NCC1CCCO1 (stereo not given)	-1.7	-11.0	i	i	i	4.6	i	i	i	i	i
CCc1nnc(NS(=O)(=O)c2ccc(NC(=O)/C=C/c3ccccc3Cl)cc2)s1	10.5	-9.8	i	i	i	5.6	i	i	i	i	i
COc1ccc(C)c2sc(NC(=O)C3CC3)nc12	-1.0	-2.0	i	i	i	6.4	i	i	i	i	i
Cc1ccc(C(=O)Nc2ccc3c(c2)nc(CCNC(=O)c2ccco2)n3C)cc1	7.1	-5.1	i	i	i	-7.8	i	i	i	i	i

Following part
SMILES	HDAC3 inhib	hERG protect	ANO1 block	TRPC4 act	KCNQ1 pot	Dyrk1A ADPGlo	KCNQ1 block	KCNK9 inh	TRPC4 potent	KCNK3 inh	ANO1 activ
Cc1nnc(N/N=C\c2ccc(-c3cccc(C(=O)O)c3)o2)n1N	-2.8	-5.0	i	i	i	38.0	i	i	i	i	i
Cc1cc(C)c2c(-n3cccc3)n[nH]c2n1	1.7	-3.8	i	i	i	3.9	i	i	i	i	i
CCOC(=O)C1CCCN(C(=O)c2cccc3ccccc23)C1 (stereo not given)	-1.8	-5.4	i	i	i	0.0	i	i	i	i	i
O=C(c1ccccc1)N1CCN(c2ncccn2)CC1	6.6	-3.3	i	i	i	3.1	i	i	i	i	i
CNc1ccc(Oc2c(F)c(F)nc(F)c2F)cc1	-0.2	-7.0	i	i	i	7.0	i	i	i	i	i
COc1cc(CN2CCCN(C)CC2)c([N+](=O)[O-])cc1OC	1.7	-9.9	i	i	i	13.6	i	i	i	i	i
COc1cc(NC(=O)c2cc3ccccc3cc2O)c(OC)cc1Cl	0.1	-7.2	i	i	i	1.0	i	i	i	i	i
O=C(COc1ncnc2cc(Cl)ccc12)c1ccccc1	2.1	-7.4	i	i	i	/	i	i	i	i	i
COCCNC(=O)c1ccc(NC(C)=O)cc1	0.1	-8.2	i	i	i	4.1	i	i	i	i	i
COc1ccc(C2CC(c3ccco3)n3ncnc3N2)cc1 (stereo not given)	3.8	-4.0	i	i	i	/	i	i	i	i	i
Cc1cc(NC(=O)c2cnccn2)no1	/	1.2	/	i	i	/	i	i	i	/	/
COCCCNC(=O)c1cc2c(s1)CS(=O)(=O)C2	-2.3	-2.3	i	i	i	/	i	i	i	i	i
CC(=O)Nc1ccc(C(=O)OCC(=O)NCc2ccc(Cl)cc2)cc1	0.0	-6.7	i	i	i	/	i	i	i	/	/
N#CC1(C#N)CC(C=O)=C(N)C1(C#N)CC(=O)C12CC3CC(CC(C3)C1)C2 (stereo not given)	4.1	-13.7	i	i	i	-4.1	i	i	i	i	i

Only part of the results is shown, so the mix of outcomes need not match the whole.
